# RmlCD inh mix: inhibitors of RmlC and RmlD coupled enzymes. RmlC/RmlD coupled enzyme inhibition, 384-well mixture HTS. inhibition, % at 5.5 µM. hit rate 0.39% among 110,000. AID 1532; in the data active = inhibition above about 30%, passing the limit was not always enough; also: strong numbers were not always called active
# RT RNaseH block: blocks HIV-1 RNase H cleavage of RNA/DNA duplex; P04585; RT-RNase H RNA/DNA duplex cleavage, fluorescence; inhibition, % at 10 µM; hit rate 1.9% among 65,000; in the data active = inhibition above about 50%
# * = called active by the depositor; x = no result given. The list is partial. The share of hits here may be higher or lower than overall.
SMILES,RmlCD inh mix,RT RNaseH block
CS(=O)(=O)N(Cc1ccccc1)c1ccc(C(=O)Nc2cccnc2)cc1,9.3,x
COc1cccc(-c2nn3c(-c4ccccn4)nnc3s2)c1,-9.4,-6.4
COCCn1c(SCC(=O)NC(=O)NCc2ccccc2)nc2ccccc21,4.5,-21.1
CCN(CC)c1nc(SCCOC(=O)Nc2ccccc2)nc(N(CC)CC)n1,16.8,x
Cc1ccn2cc(C(=O)Nc3ccccc3N3CCOCC3)nc2c1,9.7,-6.9
Cc1cccc(Nc2ccncc2S(=O)(=O)NC(=O)NC(C)C)c1,-13.5,x
CCCOC(=O)C1[C@H]2C(=O)N(C(C)c3ccc(OC)cc3)C[C@]23C=C[C@H]1O3 (some centres undefined),4.6,0.1
COc1ccc(C2c3ccc4ccccc4c3Oc3ncn(CCN4CCOCC4)c(=N)c32)cc1 (centres undefined),-12.4,x
CCSCCC(NC1=CC(=O)CC(C)(C)C1)C(=O)O (centres undefined),x,2.0
Cc1cc(C)n(S(=O)(=O)c2ccc3ccccc3c2)n1,4.3,-87.0
COc1ccc(NC2SC(=O)N(CC(=O)O)C2=O)cc1 (centres undefined),-5.2,7.6
Cc1cc(NCCO)nc(-n2nc(C)cc2C)n1,2.7,x
CCOC(=O)c1cnc2nc(Cc3ccccc3)[nH]n2c1=O,-8.2,5.7
O=S1(=O)C=C(Sc2nnc(-c3ccccc3)o2)c2ccccc21,x,65.2*
Clc1cccc(Cl)c1COn1nnc2ccccc21,-0.9,x
O=Cc1ccc(OC(=O)C2CC(=O)N(c3ccc(F)cc3)C2)cc1 (centres undefined),-11.9,x
CN(C)S(=O)(=O)c1cccc(C(=O)Nc2cc(Cl)ccc2O)c1,-11.1,5.9
CCn1c(=O)cc(O)c2c(=O)n(C)c(=O)n(C)c21,x,-0.8
NC(=O)CCCc1nc(-c2ccccc2Cl)no1,-9.9,x
O=c1cc(-c2ccccc2)[nH]c2nc3ccccc3n12,-11.5,14.3
Cc1nnc(SCC(=O)NCCc2ccccc2)[nH]c1=O,x,0.3
CCCCC(=O)Nc1ccc(C(=O)Nc2nc(CC(=O)OCC)cs2)cc1,-123.3,x
C=CCOC(=O)C1=C(C)Nc2nc3ccccc3n2C1c1ccncc1 (centres undefined),-12.4,3.9
Cn1c(CNC2CCCCC2)c(C#N)c2ccccc21,7.5,x
COc1ccc(Cn2c(-c3ccco3)nc3oc4ccccc4c(=O)c3c2=O)cc1,9.3,8.4
Cc1cc(NC(=O)Nc2ccccc2)n(-c2ccccc2)n1,x,-0.3
O=C(NS(=O)(=O)c1ccccc1)c1ccccc1F,3.6,-2.9
COc1ccc(-c2nnc3n2N=C(C)CS3)cc1OC,-7.4,-4.1
CCCc1nnc(SCc2ccc(C(=O)OC)o2)n1N,-6.0,-5.0
O=c1c2ccccc2sn1-c1ccc(S(=O)(=O)N2CCCC2)cc1,34.0,79.4*
COc1ccc(CCNC(=O)CN2CCC(n3nnc4cc(F)ccc43)CC2)cc1OC,x,-15.5
O=C(CN1C(=O)CCSc2ccccc21)Nc1cccc(F)c1,-10.3,-7.2
N#Cc1ccc(NC(=O)c2nc(-c3ccccc3)n(-c3ccccc3)n2)cc1,-30.7,x
O=C(Nc1ccccc1)N1CCc2ccccc2C1,7.4,x
CCOC(=O)c1c(C)c(C(=O)NCc2ccccc2OC)c(C)n1C,6.7,0.5
Cc1cccc(NC(=O)c2cccc(N3C(=O)C4C5CCC(C5)C4C3=O)c2)c1C (centres undefined),-10.0,x
COc1ccc(Cn2c(CCC(=O)NCc3ccco3)nc3cccnc32)cc1,-33.9,-5.9
COc1ccc(NC(=O)CSc2nc3c(cc2C#N)CN(C)CC3)cc1,-7.0,-3.2
CN(Cc1ccccc1)C(=O)CCS(=O)(=O)c1ccc2c(c1)n(C)c(=O)c(=O)n2C,-9.1,-1.1
CC(Sc1ccsc1[N+](=O)[O-])C(=O)NCCc1ccc(Cl)cc1 (centres undefined),0.6,x
CCCNC(=O)C1(CC2CC(c3ccccc3)=NO2)CCN(C(=O)C2(C)CC2)CC1 (centres undefined),1.9,x
CC1=C(C(=O)Nc2ccccc2C)C(c2ccc(C)o2)C2=C(CCCC2=O)N1 (centres undefined),-1.5,-2.3
COc1ccc(C(=O)OCC(=O)c2ccc(C)c(S(=O)(=O)N3CCOCC3)c2)cc1OC,x,-43.7
COc1cc2[nH]c(=O)n(CCC(=O)N3CCC(N4CCCCC4)CC3)c(=O)c2cc1OC,-7.4,x
CCOC(=O)CCC(NC(=O)c1cncc(O)c1)C(=O)OCC (centres undefined),13.2,-1.2
NC(=O)C1(N2CCCCC2)CCN(C2CC(=O)N(CCc3ccccc3)C2=O)CC1 (centres undefined),-2.0,x
CC(C)C(=O)Nc1ccc2c(c1)nc(CCN1CCN(C)CC1)n2C,-9.4,x
CC(C)NS(=O)(=O)c1ccc(NC(=O)c2cccnc2)cc1,x,2.7
Cc1ccc(OCC(=O)NNC(=O)C2CCN(c3nccc(C)n3)CC2)cc1,11.8,x
COc1ccc(OCC(=O)OCC(=O)Nc2ccc(S(=O)(=O)N3CCCCC3)cc2)cc1,-11.1,-18.3
CC1CC(C)CN(C(=O)Cn2c(SCC(=O)N3CCc4ccccc4C3)nc3ccccc32)C1 (centres undefined),-5.7,x
COc1ccc2c(c1)C(C)=CC(C)(C)N2C(=O)CN1C(=O)CCC1=O,8.4,x
Cc1cc(CSc2ccccc2)ccc1NC(=O)COc1ccccc1,-3.8,x
Cc1cc(NC(=O)c2cc3ccccc3oc2=O)no1,7.2,x
c1ccc(-c2noc(CSc3nnc(Cc4cccs4)n3-c3ccccc3)n2)cc1,-9.0,-46.3
CCCCNC(=O)C1C2C=CC3(CN(Cc4ccc(C)cc4)C(=O)C13)O2 (centres undefined),-7.1,1.7
CCC(C)N1CCCCC1C(=O)Nc1c(C)cc(C)cc1C (centres undefined),-43.9,x
O=C1C2ON(c3ccc(Cl)cc3)C(c3ccco3)C2C(=O)N1c1ccccc1 (centres undefined),5.1,-5.7
CCOc1ccc(CC(=O)Nc2ccc(S(=O)(=O)Nc3cc(C)on3)cc2)cc1OCC,x,2.7
COc1cccc(-c2csc(N3CCN(C(=O)Nc4ccccc4OC)CC3)n2)c1,1.7,2.3
# Additional compounds:
SMILES,RmlCD inh mix,RT RNaseH block
Cc1ccc(-n2c(C)cc(/C([O-])=C(/C(=S)Nc3ccc(F)c(Cl)c3)[n+]3ccccc3)c2C)cc1,5.4,x
COc1ccc(C2/C(=C(/O)c3cnn(-c4ccccc4)c3C)C(=O)C(=O)N2CCN(C)C)cc1OC (centres undefined),x,-1.9
CC(=O)n1nc(-c2ccccc2)nc1NCc1ccc(F)cc1,-3.5,-9.5
COc1ccc(Cl)cc1C(=O)NC(=S)Nc1cc(-c2nc3ccccc3[nH]2)ccc1C,-13.4,x
N#CC1(c2ccccc2)CCCN1C(=O)c1ccc(Br)o1 (centres undefined),-15.6,-23.6
NC(=O)C1(N2CCCCC2)CCN(Cc2ccc(F)cc2)CC1,-15.6,x
C=CCn1c(COc2ccccc2)nnc1SCC(=O)NCC(=O)OCC,-11.1,2.4
CNC(=O)CN(C)S(=O)(=O)c1ccc(OC)c(Cl)c1,-3.8,-1.7
CC(=O)N1CCc2c(sc(NC(=O)c3ccc(S(=O)(=O)N(C)C)cc3)c2C#N)C1,9.0,-4.8
CCN(CC)S(=O)(=O)c1ccc(-c2nnco2)cc1,-9.4,4.7
Cc1cc(C)c(S(=O)(=O)n2ccc(-c3ccc(OCCN(C)c4ccccn4)cc3)n2)c(C)c1,-15.6,x
O=C(Nc1ccc(CN2CCCCC2)cc1)c1ccc2c(c1)OCO2,3.8,3.7

# Random excerpt: four compounds from above.
SMILES,RmlCD inh mix,RT RNaseH block
C=CCn1c(COc2ccccc2)nnc1SCC(=O)NCC(=O)OCC,-11.1,2.4
COc1ccc(Cl)cc1C(=O)NC(=S)Nc1cc(-c2nc3ccccc3[nH]2)ccc1C,-13.4,x
O=C(Nc1ccc(CN2CCCCC2)cc1)c1ccc2c(c1)OCO2,3.8,3.7
CNC(=O)CN(C)S(=O)(=O)c1ccc(OC)c(Cl)c1,-3.8,-1.7

# Next part
SMILES,RmlCD inh mix,RT RNaseH block
CCCCC(CC)C(=O)NCCc1ccc(S(N)(=O)=O)cc1 (centres undefined),48.2,-4.1
CCCCNC(=O)CCn1nc(-c2ccccc2)ccc1=O,x,-13.6
O=S(=O)(NCCSc1ccccc1)c1ccc2c(c1)OCCO2,1.8,-71.1
CN(C(=O)Cn1nnc(-c2cccc(C(F)(F)F)c2)n1)C1CCCCC1,4.7,x
CCOC(=O)c1ccc(COC(=O)c2cc(=O)[nH]c3ccccc23)o1,-12.5,-68.7
Cc1cccc(-c2nnc(N)s2)c1,2.7,-4.5
CCCS(=O)(=O)N1CCC(C(=O)NC2CCCC(C)C2C)CC1 (centres undefined),8.4,-27.9
Cn1c(=O)c2c(nc(/C=C/c3cccc(Cl)c3)n2C)n(C)c1=O,-126.0,x
NC(=O)C1CCN(c2ccc3c(c2)S(=O)(=O)c2ccccc2C3=O)CC1,9.9,x
Nc1c(C(=O)NCc2cccnc2)sc(=S)n1-c1ccccc1,9.6,59.8*
CC(C)c1nc2sc3c(SCC(=O)NCc4ccco4)ncnc3c2c2c1CCC2,9.6,71.1*
CCOC(=O)Cn1cc(C(=O)C2CC2)c2ccccc21,-22.1,-8.2
CNc1nc2c(c(=O)[nH]c(=O)n2C)n1CCOC,24.2,-4.7
CCOCCCNC(=O)CN(Cc1ccc(Cl)cc1)S(C)(=O)=O,-5.7,-3.5
Cc1cc2c(cc(C(=O)NCc3cccnc3)n2Cc2ccc(Cl)cc2)o1,-6.1,-0.2
CCOC(=O)C(/C=N/c1cc(C)nn1-c1ccccc1)=C(\C)O,8.4,x
Cc1nc2cc(NC(=O)NCc3ccc4c(c3)OCO4)ccc2o1,4.9,-1.0
CCOC(=O)c1ccc(NC(=O)NS(=O)(=O)c2ccc(C)cc2)cc1,-6.6,4.6
O=C(NCC1COCCO1)C1CCN(S(=O)(=O)c2ccccc2)CC1 (centres undefined),4.5,7.1
O=C(c1cnc2n(c1=O)CCS2)N1CCc2ccccc21,14.4,4.0
O=C(Nc1ccc(OC(F)(F)F)cc1)C1CCCN(S(=O)(=O)c2cccnc2)C1 (centres undefined),6.7,-21.1
Cc1cc(-c2cc(C(=O)NCc3ccccc3)on2)nc(S(C)(=O)=O)n1,-13.0,x
Oc1cc(Cc2ccccc2)cnc1CN1CCOCC1,-15.0,-4.8
CCCn1c(SCC(=O)c2ccc(CC)cc2)n[nH]c1=O,-11.5,x
CC(NC(=O)CN1CCN(c2ncccn2)CC1)c1ccc(F)cc1 (centres undefined),-7.8,x
CCOc1ccc(NC(=O)c2cccc(OC(=S)N3CCC(C)CC3)c2)cc1,10.8,x
Cn1cnnc1SCC(=O)Nc1sc2c(c1C#N)CCCCC2,-5.0,4.2
CCOC(=O)c1c(C)[nH]c(C(=O)CSc2ccccc2)c1C,-7.1,-18.9
O=C(NCc1cccnc1)c1cnc2n(c1=O)CCS2,-73.1,-2.7
Cc1cc(=O)[nH]c(SCC(=O)C23CC4CC(CC(C4)C2)C3)c1C#N,15.3,61.4*
CCCN=C(Nc1ccc(Cl)cc1)c1cccnc1,-9.3,x
CCc1ccc(NS(=O)(=O)c2cccs2)cc1,2.6,-10.5
O=C1c2ccccc2C(=O)N1c1ncccn1,-6.4,-3.8
CC(=O)N[C@H](Cc1c[nH]c2ccccc12)C(=O)O,-1.2,x
Cc1ccc(-n2c(=O)c(C#N)cc3c(=O)n4ccccc4nc32)cc1,x,-8.0
Oc1ccc(-c2onc(C(F)(F)F)c2-c2cscn2)c(O)c1,x,10.0
Nc1c(S(=O)(=O)c2ccccc2)c2nc3ccccc3nc2n1/N=C/c1ccco1,-23.5,26.5
COc1cccc(CNc2nc3nc(C)c(Cl)c(C)n3n2)c1,7.0,-20.0
COc1ccc(N2C(=O)CC(Sc3nccc(C)n3)C2=O)cc1 (centres undefined),x,-6.7
CC1CN(C(=O)CN2C(=O)c3ccccc3C2=O)CC(C)O1 (centres undefined),-11.6,-1.1
O=C(O)c1cccc(N2CCCC2=O)c1,1.5,-12.6
Cc1cc(=O)[nH]c(SCC(=O)Nc2ccc(S(=O)(=O)N3CCOCC3)cc2)n1,3.5,x
CCN1C(=O)c2cccc3c(S(=O)(=O)NCc4ccccn4)ccc1c23,6.5,x
CC(=O)Nc1ccc(S(=O)(=O)N(c2cccnc2)S(=O)(=O)c2ccc(NC(C)=O)cc2)cc1,-0.6,x
CC(C)C(=O)N1CCN(CCN=CC2=C(O)CC(c3ccco3)CC2=O)CC1 (centres undefined),-8.7,-14.2
Cc1c(Cc2ccccc2)sc(NC(=O)c2ccco2)c1C(N)=O,-2.6,x
O=C1CCCC(O)=C1C(C#Cc1ccccc1)C1=C(O)CCCC1=O,-12.8,82.5*
O=C(C1CCCN1S(=O)(=O)c1cccc2cccnc12)N1CCc2ccccc21 (centres undefined),6.9,-51.0
O=C(COC(=O)c1ccccc1Nc1ccccc1)c1ccccc1,-9.2,x
CCOCCCNS(=O)(=O)c1ccc(OC)c(Cl)c1Cl,-6.0,x
O=C1OCC2=C1C(c1ccc(F)cc1)Sc1ccccc1N2 (centres undefined),-6.2,x
COc1ccccc1C(=O)NCc1ccc2c(c1)OCO2,3.9,-8.2
CCOC(=O)C1=C(C)N(CCCC(=O)O)C(=O)NC1c1ccccc1OS(=O)(=O)c1ccc(C)cc1 (centres undefined),-1.2,x
CS(=O)(=O)N(CC(=O)N1CCN(c2ccccc2F)CC1)c1cccc(C(F)(F)F)c1,-15.9,-15.0

# Seven of the compounds above, with values under each structure:
# Values run as follows: RmlCD inh mix, RT RNaseH block
- CC(C)C(=O)Nc1ccc2c(c1)nc(CCN1CCN(C)CC1)n2C
    -9.4, x
- CN(Cc1ccccc1)C(=O)CCS(=O)(=O)c1ccc2c(c1)n(C)c(=O)c(=O)n2C
    -9.1, -1.1
- O=C(NCC1COCCO1)C1CCN(S(=O)(=O)c2ccccc2)CC1 (centres undefined)
    4.5, 7.1
- N#Cc1ccc(NC(=O)c2nc(-c3ccccc3)n(-c3ccccc3)n2)cc1
    -30.7, x
- CCCn1c(SCC(=O)c2ccc(CC)cc2)n[nH]c1=O
    -11.5, x
- CCCCC(=O)Nc1ccc(C(=O)Nc2nc(CC(=O)OCC)cs2)cc1
    -123.3, x
- Cc1cccc(-c2nnc(N)s2)c1
    2.7, -4.5

# Source: PubChem
